PERK inhibitor: human PERK inhibition, primary cell-based screen; actives 0.17% (n = 220,000); CHO PERK-DD fusion, SEAP luminescence translation reporter; inhibition, % at 5.6 µM; Q9NZJ5; AID 1416;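 active = inhibition above the mean inhibition of all tested compounds plus 3 SD, set separately per screening campaign, cut at about 2.9% in these data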;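 also: PERK kinase domain activated by AP20187 dimerizer at 100 nM; 0% = DMSO with dimerizer and 100% = rapamycin at 8.4 µM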
Target sequence (Q9NZJ5 whole entry, looked up, the tested form may be a part): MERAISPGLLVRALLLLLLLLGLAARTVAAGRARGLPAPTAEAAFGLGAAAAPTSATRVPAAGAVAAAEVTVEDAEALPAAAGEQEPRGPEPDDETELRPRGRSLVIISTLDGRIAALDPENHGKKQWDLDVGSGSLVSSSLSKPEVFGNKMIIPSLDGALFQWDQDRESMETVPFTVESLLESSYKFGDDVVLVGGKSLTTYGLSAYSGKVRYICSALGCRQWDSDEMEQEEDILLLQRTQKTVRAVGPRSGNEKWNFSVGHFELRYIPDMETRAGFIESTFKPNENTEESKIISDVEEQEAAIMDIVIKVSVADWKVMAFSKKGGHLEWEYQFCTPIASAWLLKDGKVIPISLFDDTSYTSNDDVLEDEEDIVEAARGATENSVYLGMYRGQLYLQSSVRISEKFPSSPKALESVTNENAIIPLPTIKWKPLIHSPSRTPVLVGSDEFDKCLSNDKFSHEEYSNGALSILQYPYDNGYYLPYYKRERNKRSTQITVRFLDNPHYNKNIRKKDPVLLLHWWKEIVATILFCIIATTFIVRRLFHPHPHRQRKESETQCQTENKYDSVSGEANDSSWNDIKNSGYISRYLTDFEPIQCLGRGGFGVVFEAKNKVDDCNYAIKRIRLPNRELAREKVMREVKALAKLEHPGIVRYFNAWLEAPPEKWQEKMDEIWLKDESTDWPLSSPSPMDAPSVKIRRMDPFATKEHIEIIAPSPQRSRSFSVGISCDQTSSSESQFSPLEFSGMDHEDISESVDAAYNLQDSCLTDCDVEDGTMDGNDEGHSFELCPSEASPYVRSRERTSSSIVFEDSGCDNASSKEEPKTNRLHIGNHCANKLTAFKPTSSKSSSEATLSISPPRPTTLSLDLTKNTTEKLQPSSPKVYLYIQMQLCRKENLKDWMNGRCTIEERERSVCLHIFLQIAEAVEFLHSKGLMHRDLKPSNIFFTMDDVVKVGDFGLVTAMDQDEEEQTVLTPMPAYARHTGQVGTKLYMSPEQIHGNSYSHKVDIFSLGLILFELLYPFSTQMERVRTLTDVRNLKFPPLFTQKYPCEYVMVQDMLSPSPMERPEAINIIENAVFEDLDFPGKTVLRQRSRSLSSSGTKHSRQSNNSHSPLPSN
Cl transport mod: modulates chloride dependent transport by human KCC2 | B-score of Tl+ flux slope (higher = more flux/activation; lower = inhibition) at 10 µM | AID 1456 | actives 2.2% (n = 190,000) | Q9H2X9 | KCC2 cells, thallium flux FluoZin-2 fluorescence;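 active = thallium flux slope and its plate-corrected score both differing from the plate sample mean at a set confidence after two filtering rounds, in either direction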;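 also: slope of fluorescence scaled to starting intensity during 10 to 20 s after thallium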
m-calpain inh: inhibitors of pig calpain II. inhibition, % at 16 µM. purified calpain II, fluorogenic peptide substrate, 30 min. actives 0.37% (n = 220,000);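 active = inhibition above about 50%, limit read from the data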
MDM2 E3 inh: blocks human Mdm2 ubiquitin ligase activity | Q00987 | cell-based MDM2 ubiquitination luciferase reporter, 2 h; 0 = plate control, 100 = twice control, blank-subtracted | signal enhancement, % at 5 µM | actives 0.11% (n = 210,000);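 active = signal enhancement of 30% or more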;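 also: luminescence tracks abundance of the self-degrading MDM2-luciferase fusion protein; higher signal means inhibition of MDM2 E3 ligase activity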
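Buffer or medium: Cells held in DMEM | Assay system: Stable mammalian line carrying autodegrading MDM2–luciferase fusion reporter | Quantity: 2000 cells/well | Times: 4 h settle plus 2 h compound, 37 °C | Doses: One concentration, 5 µM, with 0.2% DMSO | Technique: Luminescence with SteadyLite reagent, 15 min at room temperature | Benchmarks: Plate controls and plate blanks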
Rad51 HR inh: blocks human Rad51 in homologous recombination. Q06609. inhibition, % at 10 µM. actives 0.085% (n = 200,000). hRad51 DNA strand exchange, fluorescence dequenching;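 active = inhibition above 40% at the single screening dose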;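 also: 0% = DMSO control wells and 100% = blanks with heterologous ssDNA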
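System: human Rad51 nucleoprotein filaments preassembled on unlabelled ssDNA. Reagent: labelled 47-mer dsDNA for strand exchange. Schedule: 30-min compound preincubation and 15-min exchange, both room temperature. Measured by: FRET fluorescence dequenching, excitation 485 nm, emission 520 nm. Read-out: Fluorescence-based percent inhibition, control- and blank-normalised. Benchmarks: plate controls and plate blanks.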
EBV gp42 inh: blocks Epstein-Barr virus glycoprotein 42 binding; AID 1085; actives 0.42% (n = 220,000); Fluorescence polarization binding assay, mP read-out; Q1HVG2; inhibition, % (tested at 21.74 µM); in the data active = inhibition above about 50%
zVAD death inh: L929 zVAD cell death inhibition | L929 zVAD necroptosis rescue, ATP luminescence, 24 h; with zVAD 60 µM | viability rescue, % at 10 µM | actives 0.38% (n = 220,000);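 active = activation, scaled between plate controls, above about 75%, limit read from the data; inactive = activation under that limit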;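 also: 0% = zVAD with DMSO and 100% = DMSO alone without zVAD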
eIF4E 4G PPI: inhibitors of eIF4E and eIF4G interaction in translation initiation. P63073+Q04637. TR-FRET eIF4E-eIF4GI(517-606) binding, 2 h. inhibition, % at 21.7 µM. actives 0.37% (n = 220,000);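 active = inhibition above about 30%, limit read from the data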;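 also: 0% = full FRET control wells and 100% = background wells lacking eIF4GI fragment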
TNF death inh: inhibitors of TNF-alpha induced necroptosis in Jurkat FADD-/- cells | Jurkat FADD-/- TNF necroptosis rescue, ATP luminescence, 24 h; 0 = TNF only, 100 = no-TNF cells | activation (protection from cell death), % at 10 µM | actives 0.068% (n = 220,000);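 active = activation, meaning protection from cell death, of at least 50% relative to plate controls; inactive = activation below 50%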;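 also: necroptosis triggered by 40 ng/mL TNF-alpha added together with compound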
Active calls of the source: *; i = inactive; nt = not tested or not shown; [ ] = dose if it differs, or a comment.

SMILES	PERK inhibitor	Cl transport mod	m-calpain inh	MDM2 E3 inh	Rad51 HR inh	EBV gp42 inh	zVAD death inh	eIF4E 4G PPI	TNF death inh
COc1ccc(NC(=O)c2ccc(C)cc2)c(OC)c1	0.1	0.0488	4.4	-7.7	-0.5	-10.3	0.6	6.0[fluorescence artefact?]	1.0
Cc1ccc(OCCOc2cccc3ccc(C)nc23)c([N+](=O)[O-])c1	0.8	-0.263	1.9	-11.1	22.9	-1.5	1.9	0.7	-0.1
c1ccc(CNc2nc(-c3cccs3)nc3ccccc23)cc1	0.0	0.166	12.0	-5.6	-0.3	4.9	1.7	-0.8[fluorescence artefact?]	0.8
CCCn1c(SCC(=O)NC2CCCCC2C)n[nH]c1=O (stereo unspecified)	-0.6	nt	-1.1	0.5	-1.7	-29.9	-0.1	-0.9	-4.1
CCN1CCc2c(OCC(=O)Nc3cccc(C)c3C)cccc2C1=O	-1.4	-0.703	4.5	-4.0	1.9	-19.3	5.0	4.3	0.6
Cn1c(=O)c2c(nc(NCc3ccc4c(c3)OCO4)n2C)n(C)c1=O	0.7	nt	29.1	-9.1	5.0	0.7	-1.0	-4.6	-2.7
COc1ccc(C2C(C#N)=C(N)Oc3n[nH]c(C)c32)cc1CSc1ccccn1 (stereo unspecified)	-0.3	-0.0238	2.2	-5.1	2.4	-19.3	-0.8	21.0	-3.3
NC(N)=N/N=C/c1ccc(OS(=O)(=O)c2ccccc2)cc1	1.5	0.0619	37.7	-27.9	-15.9	-6.8	4.5	2.9	-3.1
Cc1ccc(S(=O)(=O)NCC2NCCc3ccccc32)cc1 (stereo unspecified)	-0.4	-0.228	-19.9	0.4	17.4	-10.6	0.8	-2.0	2.6
N#Cc1ncc(-c2ccc3c(c2)OCCOCCOCCOCCOCCO3)nc1C#N	0.0	0.0522	3.4	-34.0	9.0	-14.1	1.7	14.6[fluorescence artefact?]	1.6
Cc1ccc(C(=O)Nc2nn(C)c3cccc(F)c23)cc1	-0.3	-0.119	13.8	-3.5	-17.9	-13.6	-0.5	-2.5	0.4
N=c1c2c3c(sc2ncn1Cc1ccccc1)CCCC3	-0.8	-0.4	31.3	7.4	2.6	-27.3	-0.6	0.8	3.3
C#CCNC(=O)C1=C[C@H](c2ccc(C(F)(F)F)cc2)[C@@H](CCCO)[C@H](OCC)O1	-0.6	0.102	16.1	nt	11.6	-10.1	-0.1	2.3	-1.4
CC(NC(=O)COc1ccccc1F)C1CC2CCC1C2 (stereo unspecified)	0.1	-0.886	4.2	5.0	-18.2	-4.9	0.7	-1.5	-0.9
CC1CN(C(=O)CCn2c(=O)oc3ccccc32)CC(C)O1 (stereo unspecified)	-0.5	nt	10.4	6.1	1.5	-10.5	0.4	1.7	0.3
CC(=O)c1ccc(-c2cccs2)s1	-0.5	0.28	i	-5.6	10.8	-3.9	3.2	6.7	-1.2
O=c1[nH]c(CSc2nnc(Cc3ccccc3)o2)nc2ccccc12	1.4	-0.263	-4.2	-1.6	0.9	-9.6	2.7	0.8	-0.7
COC(=O)C1=C(N)Oc2cc(C)n(C)c(=O)c2C1c1ccc(Cl)c(Cl)c1 (stereo unspecified)	0.4	-0.0102	-5.0	-5.1	2.1	-8.8	-0.2	-5.2	-14.1
CCOC(=O)C1CCCN(C(=O)C2CCN(S(=O)(=O)CC)CC2)C1 (stereo unspecified)	0.7	nt	-15.0	-14.2	2.9	-12.2	0.2	5.2	-2.8
CC(C)c1nnc(SCC(=O)NCc2ccco2)n1C	0.3	1.28	-10.1	2.3	-0.1	-12.8	0.5	-0.1	-1.1
Cc1ccc(/C=N\NC(=O)C2CC(=O)N(c3ccccc3)C2)o1 (stereo unspecified)	-0.3	0.762	7.7	-11.4	7.5	-1.4	0.2	0.0	-0.3
CC1Cc2ccccc2N1C(=O)CSc1nnc(NC(=O)Cc2cccs2)s1 (stereo unspecified)	0.2	1.36	-67.7	-19.4	-3.5	-20.2	0.2	3.8	-4.2
CCCn1c(SCC(=O)c2ccc3c(c2)NC(=O)CO3)nc2ccccc21	0.3	-0.122	36.6	-6.4	5.2	-1.8	-0.5	-18.6	-1.5
CN(C(=O)Cn1cc(C#N)c2ccccc21)c1ccccc1	-0.7	0.0273	15.0	-3.7	-2.8	4.0	0.5	1.2	2.4
O=C(N/N=C/c1cccnc1)c1cccs1	1.9	-3.67*	-5.4	-4.0	-2.4	-14.7	0.2	3.6	3.6
C=CCN1N=C(/C=C/c2ccc(C)cc2)CCC1=O	0.7	nt	5.0	5.1	18.6	-12.9	0.8	-1.5	-0.4
CN(C)S(=O)(=O)Oc1cccc(C(=O)Nc2ccccc2Cl)c1	0.2	-0.17	-3.7	-7.9	1.4	-7.9	0.6	2.2	-0.8
COc1ccc(CNC(=O)CCSCc2ccc(C)cc2)cc1	1.4	-2.25	13.0	-35.8	-24.7	-11.8	0.6	-0.8	0.5
Cc1ccc(NC(=O)CSc2ccccn2)cc1S(=O)(=O)N1CCOCC1	1.2	0.15	-19.8	-6.2	-73.9	-3.6	-0.8	1.0	0.6
Cc1ccc(-n2ncc3c(=O)n(CC(=O)Nc4cccc(Cl)c4)cnc32)cc1C	0.0	nt	-24.1	-1.7	-14.4	-7.1	14.0	-20.5	1.6
CCOc1ccc(NC(=O)CCN2CCN(c3ccccc3F)CC2)cc1	-1.8	-1.89	-34.9	-15.3	-7.0	-8.8	-0.1	-4.0	-3.4
CCNC(=O)Nn1c(C)nnc1C	-0.6	0.695	-0.5	-0.3	-7.9	-8.9	-0.3	4.4	-1.5
COCCN1Cc2cccc(C(=O)NCc3ccccc3OC)c2C1=O	-0.9	-0.469	-25.6	2.5	-5.8	7.5	1.4	1.4	3.0
O=C(Nc1cccc(Cl)c1)Nc1ccccc1C(=O)NCc1ccco1	-1.0	nt	16.5	-2.6	nt	0.6	0.1	-2.9	-2.0
Cc1ccccc1C(=O)N1CCC(C(=O)Nc2ccc3c(c2)OCCO3)CC1	-0.7	-0.629	-4.1	nt	-2.5	1.1	0.6	-12.3[fluorescence artefact?]	0.0
CCOC(=O)c1c(C)c(C(=O)NCC2CCCO2)c(C)n1C (stereo unspecified)	0.1	0.502	-25.0	-15.3	-2.4	-3.0	-0.1	4.4[fluorescence artefact?]	-1.9
COc1ccc(C)cc1-n1nnnc1SCC(=O)NNC(=O)c1ccc([N+](=O)[O-])cc1	0.5	0.372	-4.0	-2.7	5.3	-19.7	1.2	5.9	2.1
COc1cc(C)c(Cl)cc1S(=O)(=O)n1ccnc1	0.6	-0.873	-6.8	-23.3	nt	0.3	-1.0	0.7	-1.2
COc1ccc(/C=N/NC(=O)c2cccnc2)cc1CSc1nc2ccccc2s1	-0.2	-0.919	-70.2	-4.5	-4.7	5.4	-0.8	-1.4	-8.8
CC(=O)Nc1c(C)cc(OCC(=O)O)cc1C	2.1	-0.248	3.4	0.1	10.4	-14.7	0.3	-2.1	3.0
CN(Cc1ccccc1)C(=O)CSc1nc2ccccc2c(=O)n1Cc1ccco1	-0.8	-3.49*	5.3	14.7	-2.2	-13.2	1.2	1.2	-0.5
O=C(O)CCCNS(=O)(=O)c1ccc2ccccc2c1	0.2	-0.31	0.4	-20.0	-9.4	-17.1	1.4	-2.0	-0.5
CC(=O)N(CN1C(=O)c2ccccc2C1=O)c1ccccc1	-0.7	nt	13.5	3.6	-0.1	-6.1	1.3	-6.3	-0.8
Cc1ccccc1NC(=O)N(CCc1nc2ccccc2[nH]1)Cc1ccccc1	-0.1	0.0141	6.3	nt	-0.3	-9.8	nt	5.3	4.4
CCN1CCN(C(=O)CCc2nnc(CCCCc3ccccc3)o2)[C@@H](C)C1=O	0.2	-0.44	-33.8	0.7	-0.3	9.9	0.8	2.1	-0.4
Cc1cc(NC(=O)Nc2ccc(F)cc2)no1	-0.1	1.06	-5.1	1.9	2.8	-22.4	0.5	-5.8[fluorescence artefact?]	1.4
CC(C)C(=O)NC(c1cccs1)c1cc([N+](=O)[O-])c2cccnc2c1O (stereo unspecified)	1.0	-0.328	-7.2	-7.2	-7.3	0.2	2.0	-6.5	-7.0
COC(=O)c1ccc(C(=O)OC)c(NC(=S)N2CCN(c3cccc(Cl)c3)CC2)c1	-0.3	0.432	4.8	-3.9	-1.1	-5.7	1.4	-4.5	3.1
CCC(CCC(=O)Nc1ccc(S(N)(=O)=O)cc1)C(=O)O (stereo unspecified)	0.8	0.727	5.6	-17.6	-6.3	0.5	0.1	4.6	-1.1
O=C(O)c1ccccc1Nc1ccc([N+](=O)[O-])cc1C(=O)O	0.8	0.134	5.0	-16.3	24.7	-5.7	0.1	-3.9	1.1
CCCCOC(=O)Nc1ccc(S(=O)(=O)Nc2ncccn2)cc1	0.6	0.186	-18.4	-13.3	-0.1	0.3	2.5	0.5	0.1
Cc1ccc(N(CC(=O)N2CCOCC2)S(C)(=O)=O)cc1	0.5	-1.01	4.0	-3.0	4.5	-8.5	-0.3	-0.5	1.0
COc1ccc(CNC(=O)CCOc2ccc(C(C)(C)C)cc2)cc1	1.2	nt	-27.5	-13.8	-6.0	-26.7	0.2	-2.6	1.2
O=C(CN1C(=O)CNC1=O)Nc1ccc(Cl)cc1	1.2	1.36	9.7	nt	16.3	-19.3	0.7	-4.5	1.4
CC1CCN(S(=O)(=O)c2cccc(C(N)=O)c2)CC1	1.0	0.0902	4.7	-29.9	nt	16.3	nt	3.5	-0.1
Fc1ccc(C2=NOC(c3nnc(-c4ccccc4)o3)C2)cc1 (stereo unspecified)	nt	0.258	-4.2	3.1	-1.8	-15.1	0.7	-5.8	2.8
CCc1nc2ccccc2c(C(=O)Oc2cccc3cccnc23)c1C	0.2	nt	-20.1	-18.4	-12.6	-12.8	6.4	6.7	0.3
O=C(/C=C/c1ccc(Br)o1)NC(c1ccccc1)c1ccccc1	-0.9	0.722	8.6	-8.4	4.6	-23.8	-0.3	3.4	2.1
CC1CN(C(=S)SCC(=O)c2ccc(Cl)cc2)CC(C)O1 (stereo unspecified)	0.6	-2.02	-1.3	-16.6	5.4	-13.0	1.6	0.2	2.8
CCC(=O)Nc1cc(=O)[nH]c2nc(-c3ccc(Cl)cc3)nn12	1.0	-1.68	16.8	-1.8	9.5	-2.6	-0.1	-5.8	2.1

3 entries drawn at random from those above, as already listed:
SMILES	PERK inhibitor	Cl transport mod	m-calpain inh	MDM2 E3 inh	Rad51 HR inh	EBV gp42 inh	zVAD death inh	eIF4E 4G PPI	TNF death inh
CC1CN(C(=S)SCC(=O)c2ccc(Cl)cc2)CC(C)O1 (stereo unspecified)	0.6	-2.02	-1.3	-16.6	5.4	-13.0	1.6	0.2	2.8
O=C(CN1C(=O)CNC1=O)Nc1ccc(Cl)cc1	1.2	1.36	9.7	nt	16.3	-19.3	0.7	-4.5	1.4
O=C(O)c1ccccc1Nc1ccc([N+](=O)[O-])cc1C(=O)O	0.8	0.134	5.0	-16.3	24.7	-5.7	0.1	-3.9	1.1

Screening data deposited in PubChem BioAssay by several laboratories.
